BRCA1 expr up: qHTS Assay to Identify Small Molecule Activators of BRCA1 Expression; MCF7-BRCA1-FFLuc reporter, luminescence, 48 h; response scale: scaled: vehicle 0%, 10 µM genistein 100%; Potency, µM (doses to about 46.1 µM), for the others: at the highest dose activation, hits mostly activators; 380,000 compounds, 1.1% hits; AID 624202, 2012; note: potency is the fitted concentration of half-maximal effect; nearly all actives have a fitted effect of over 80% in size; some results filed as inactive show a strong effect at the top dose
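Cells: MCF7-BRCA1-FFLuc, 2000/well. Exposure: 48 h, 37 °C, 5% CO2. Read: luminescence, 15 min post-substrate. Controls: genistein 10 microM (maximal activation), DMSO (neutral).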
uPA surface inh: qHTS for Inhibitors of Cell Surface uPA Generation. cell surface uPA generation assay, qHTS. Potency, µM (highest dose often 38.3 µM), without a hit: top-dose activity change, negative = inhibition, hits mostly inhibitors. 330,000 compounds, 0.31% hits. AID 540303, 2011; active = well fitted inhibition curve with a large enough effect; inconclusive = small, poorly fitted or top-dose-only effect; inactive = no such curve, though single readings can be large or run the other way; tested in mouse RAW 264.7 cells; note: potency is the fitted concentration of half-maximal effect; % is set by controls: 0 for no effect and ±100 for the full control effect; nearly all actives have a fitted effect of over 55% in size
B2AR arrestin: qHTS assay of beta-arrestin-biased ligands of beta2-adrenergic receptor | beta-arrestin recruitment to beta2AR, cell-based reporter | Beta-2 adrenergic receptor (Homo sapiens), P07550 | Potency, µM (top dose mostly 46.1 µM), for the others: at the highest dose activation, usual class: activators | 330,000 compounds, 0.02% hits;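 note: potency is the fitted concentration of half-maximal effect; 0% = DMSO controls and full agonism = EC100 isoproterenol or metaproterenol; nearly all actives have a fitted effect of over 65% in size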
Eya2 inh: qHTS Assay for Inhibitors of the Phosphatase Activity of Eya2. Protein phosphatase EYA2 (Homo sapiens), O00167. recombinant Eya2, OMFP fluorescence dephosphorylation (OMFP is methylfluorescein phosphate). Potency, µM (doses to about 76.9 µM), without a hit: top-dose activity, negative = inhibition, usual class: inhibitors. 330,000 compounds, 0.006% hits. AID 488837, 2010; note: potency is the fitted concentration of half-maximal effect; % is set by controls: 0 for no effect and ±100 for the full control effect
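Eya2 protein (added as 0.2 uM solution) was preincubated with compound for 10 min at ambient temperature in 50 mM HEPES pH 7.5, 50 mM NaCl, 5 uM MgCl2, 0.05% BSA, 1 mM DTT. OMFP (added at 50 uM) then reacted 10 min; fluorescence read at 485/525 nm.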
TSG101-PTAP inh: qHTS Assay for Iinhibitors of HIV-1 Budding by Blocking the Interaction of PTAP/TSG101; Fluorescence polarization, FITC-PTAP peptide / Tsg101 binding; 340,000 tested, under 10 active; AID 493005, 2010; Potency, µM (doses to about 115 µM), for inactives: at the highest dose activity change, negative = inhibition, actives largely listed as inhibitors; active = well fitted inhibition curve with a large enough effect in the main read-out, with a control signal flat, not every such curve was filed as active; inconclusive = small, poorly fitted or top-dose-only effect, or effect the other way, or a change in a side signal; inactive = no such curve, though single readings can be large or run the other way; note: potency is the fitted concentration of half-maximal effect; % of control where 0% means no effect
Target sequence (Q99816 whole entry, looked up): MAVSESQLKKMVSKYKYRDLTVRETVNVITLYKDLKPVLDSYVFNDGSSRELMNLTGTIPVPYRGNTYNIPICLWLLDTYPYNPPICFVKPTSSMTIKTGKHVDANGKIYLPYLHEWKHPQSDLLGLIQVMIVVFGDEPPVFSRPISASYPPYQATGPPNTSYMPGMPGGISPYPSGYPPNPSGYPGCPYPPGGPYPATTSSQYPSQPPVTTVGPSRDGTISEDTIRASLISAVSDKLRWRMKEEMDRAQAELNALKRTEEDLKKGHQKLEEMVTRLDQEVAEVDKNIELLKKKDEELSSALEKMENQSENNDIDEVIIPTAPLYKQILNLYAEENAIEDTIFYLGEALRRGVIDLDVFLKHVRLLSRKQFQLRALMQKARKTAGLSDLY
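FP read-out: FITC-PTAP peptide, 50 nM final, binding Tsg101 binding domain, 10 uM final; 20 min, r.t.; 10 mM HEPES pH 7.5, 0.15 M NaCl, 0.01% Tween 20, 3 mM EDTA, 0.1 mM TCEP.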
USP2a inh: qHTS Assay for Inhibitors of Ubiquitin-specific Protease USP2a Using CHOP2 as the Reporter | Potency, µM (top dose mostly 38.3 µM), for the others: at the highest dose activity change, negative = inhibition, hits mostly inhibitors | AID 463254, 2010 | USP2 core, Ub-CHOP2 coupled fluorogenic reporter, 485/531 | 330,000 compounds, 0.01% hits | Ubiquitin carboxyl-terminal hydrolase 2 (Homo sapiens), O75604;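 note: potency is the fitted concentration of half-maximal effect; plate controls were DMSO wells for no effect and full inhibition by NEM control for full effect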
Target sequence (O75604 whole entry, looked up): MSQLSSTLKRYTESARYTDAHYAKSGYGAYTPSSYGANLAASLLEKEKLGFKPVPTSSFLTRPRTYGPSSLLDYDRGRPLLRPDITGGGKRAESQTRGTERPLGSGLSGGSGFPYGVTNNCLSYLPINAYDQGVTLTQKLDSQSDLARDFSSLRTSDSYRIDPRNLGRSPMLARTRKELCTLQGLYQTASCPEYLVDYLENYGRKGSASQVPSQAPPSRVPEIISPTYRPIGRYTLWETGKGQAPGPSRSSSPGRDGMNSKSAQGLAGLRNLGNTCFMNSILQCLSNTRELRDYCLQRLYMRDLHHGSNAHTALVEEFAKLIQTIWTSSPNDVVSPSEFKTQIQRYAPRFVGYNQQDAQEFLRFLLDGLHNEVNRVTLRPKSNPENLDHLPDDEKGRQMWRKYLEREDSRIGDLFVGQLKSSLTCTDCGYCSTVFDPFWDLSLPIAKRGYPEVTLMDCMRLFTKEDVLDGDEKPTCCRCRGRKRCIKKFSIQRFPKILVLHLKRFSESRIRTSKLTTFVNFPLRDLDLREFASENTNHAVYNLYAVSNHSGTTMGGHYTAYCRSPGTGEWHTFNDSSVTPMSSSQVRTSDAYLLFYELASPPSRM
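Deubiquitinase activity read as fluorescence (485/531 nm) after Ub-CHOP2 cleavage activates the enterokinase reporter on its substrate; USP2 core 10nM, Ub-CHOP2 and substrate 25nM each, 30min compound preincubation then 60min RT; data normalized to NEM, curves fitted.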
S-ASM inh: Inhibitors of Secretory Acid Sphingomyelinase (S-ASM): qHTS; Sphingomyelin phosphodiesterase (Homo sapiens), P17405; placental ASM, HMU-PC fluorogenic substrate, 60 min; Potency, µM (series often up to 57.5 µM), inactives show at the top dose activity change, negative = inhibition, actives largely listed as inhibitors; 340,000 compounds, 0.006% hits; note: potency is the fitted concentration of half-maximal effect
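Human placenta-derived ASM preincubated with compound 10 min at room temperature, then reacted with 9 uM (final) fluorogenic HMU-PC substrate for 60 min at 37 C. Stop solution raises pH to 10; fluorescence read at Ex 386/Em 447 nm.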
p53 reactivation: qHTS assay for re-activators of p53 using a Luc reporter. AID 504706, 2011. Potency, µM (top dose mostly 92.2 µM), for inactives: at the top dose activity change, positive = activation, most hits filed as activators. H1299 p53-A138V BP100-luciferase reporter, luminescence, 24 h. 320,000 compounds, 0.063% hits; note: potency is the fitted concentration of half-maximal effect; % of control where 0% means no effect; nearly all actives have a fitted effect of over 45% in size
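p53-null H1299 cells stably carrying temperature-sensitive p53-A138V and a BP100-luciferase reporter were pinned with compounds (4-point, 1:5 series) and held 24 hrs at 37 deg C. Luminescence was read 10 min after detection reagent.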
ELG1 genotox: qHTS screen for small molecules that induce genotoxicity in human embryonic kidney (HEK293T) cells expressing luciferase-tagged ELG1; HEK293T ELG1-luciferase reporter, luminescence, 16 h; AID 504466, 2011; 330,000 compounds, 1.3% hits; Potency, µM (series often up to 46 µM), without a hit: top-dose activity change, positive = activation, most hits filed as activators; note: potency is the fitted concentration of half-maximal effect; % of control where 0% means no effect; nearly all actives have a fitted effect of over 60% in size
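Genotoxic stress is detected as increased luminescence from luciferase-tagged ELG1 in HEK293T cells, measured with ONE-Glo after a 16 hr treatment at 37 °C.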
Integrin act MD: qHTS for Activators of Integrin-Mediated Alleviation for Muscular Dystrophy; alpha7betagal myoblasts, beta-gal FDG fluorescence, 48 h; 350,000 compounds, 0.064% hits; Potency, µM (top dose mostly 38.3 µM), for the others: top-dose activation, hits mostly activators;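 note: potency is the fitted concentration of half-maximal effect; 100% = response of the positive control SU9516; nearly all actives have a fitted effect of over 60% in size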
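Alpha7betagal+/- myoblasts (passage 13) were plated 16-24 hr, then exposed to compounds (1:260 dilution of DMSO stock) for 48 hours at 37C. After MPER lysis, β-galactosidase reporter activity was read as FDG fluorescence (ex 480/em 540) after 30 minutes.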
TRPV1 ag: HTS Assay for Compounds that Act as Agonists of the Vanilloid Receptor 1; Transient receptor potential cation channel subfamily V member 1 (Homo sapiens), Q8NER1; TRPV1-expressing cells, Fluo-8 calcium influx, agonist mode; activation, % at 8.33 µM; 320,000 compounds, 0.19% hits; AID 540275, 2011; in the data active = activation above about 80%; inconclusive = between about 30% and that limit; note: 0% is about no effect
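Fluo-8 calcium influx in TRPV1-expressing cells, kinetic read (ex 480/em 520 nm). Compound added and read 3 min for agonist activity, followed by capsaicin at EC20 final and 2 min further read for enhancement.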
Numbers without * were called inactive; ? = inconclusive; · = no result given; [ ] = another dose, or the depositor's remark. Unless noted, calls come from the whole dose curve; as a rule, active = well fitted curve in the direction sought with a large enough effect; inconclusive = small, poorly fitted or top-dose-only effect, or another doubt; inactive = no such curve, though single readings can be large; an effect the other way counts as inactive or inconclusive.

SMILES	BRCA1 expr up	uPA surface inh	B2AR arrestin	Eya2 inh	TSG101-PTAP inh	USP2a inh	S-ASM inh	p53 reactivation	ELG1 genotox	Integrin act MD	TRPV1 ag
CN(CCOc1ccccc1)CC(O)COCc1ccccc1F (stereo not given)	-20%	-3%	0.1%	0%	-1%	-1%	4%	-4%	0%	-10%	1
COc1cccc(-c2ccc(NC(=O)C3CCCN(Cc4cnc(N(C)C)s4)C3)cc2)c1 (stereo not given)	2%	?	1.2%	-8%	-2%	-1%	-6%	7%	-10%	-46%[inhibitor]	21
O=C(OCCCc1cc2ccccc2c(=O)o1)c1ccc2c(c1)OCO2	13%	-12%	0.0%	-2%	-7%	-2%	-6%	-10%	-2%	19%	14
CCOC(=O)Cc1csc(NS(=O)(=O)c2cc(Cl)ccc2Cl)n1	-6%	2%	-1.1%	1%	-3%	0%	-1%	·	1%	4%	-2
Cc1ccc(NC(=O)CSc2nc(=O)n(CCN(C)C)c3c2CCCC3)cc1Cl	-30%	-11%	-0.4%	-8%	0%	-1%	·	-10%	-6%	-41%	-2
CC(C)[C@H](NC(=O)N1c2ccccc2NC(=O)[C@@H]1C(C)C)C(=O)N[C@@H](C(=O)O)c1ccccc1	1%	5%	0.0%	-10%	1%	0%	2%	·	6%	-4%	-1
COc1cccc(NC(=O)CC2C(=O)NC3CCCCC3N2C(=O)c2ccccc2)c1 (stereo not given)	2%	-2%	·	·	5%	·	4%	·	·	-2%	·
Cc1cc(C)n(-c2ccc(C(=O)OCC(=O)Nc3cc(Cl)ccc3[N+](=O)[O-])cc2)n1	-14%	-4%	-0.6%	-1%	-1%	-3%	-4%	-6%	1%	17%	3
O=C(NCc1ccco1)c1ccccc1NS(=O)(=O)c1cccs1	1%	·	-0.4%	2%	5%	-1%	-2%	-3%	-7%	-50%[inhibitor]	0
COc1ccc(S(=O)(=O)N(C)c2ccc(C(=O)N3CCCC3)cc2)cc1	0%	0%	0.0%	4%	-5%	-1%	-4%	-1%	-4%	-21%	0
O=C(CN1C(=O)NC(c2ccccc2)(c2ccccc2)C1=O)N1CCOCC1	-5%	5%	0.2%	10%	0%	0%	4%	-10%	3%	-15%	0
CCN(CC(=O)Nc1cc(S(=O)(=O)N2CCCCC2)ccc1C)Cc1ccccc1	-44%	-1%	-0.1%	-7%	-3%	0%	-2%	-12%	-4%	-39%	16
CCOc1ccc(C(=O)NNC(=O)c2cc(C)oc2C)cc1	20%	1%	-0.4%	18%	-1%	0%	2%	-3%	0%	12%	-6
CC(C)NC(=O)[C@@H]1CSC2c3ccccc3C(=O)N21 (stereo not given in full)	2%	7%	-0.1%	2%	-7%	0%	-2%	-1%	-2%	-1%	-1
COc1ccc(CNS(=O)(=O)CCNCCc2ccccc2)cc1	13%	12%	·	·	-9%	·	0%	·	·	6%	·
CCC1Sc2ccccc2N(CC(=O)NCc2ccccc2OC)C1=O (stereo not given)	32%	·	-3.1%	7%	-3%	0%	-1%	17%	0%	-9%[7.66 µM]	28
Cn1c(=O)oc2cc(S(=O)(=O)Nc3ccc4c(c3)OCCO4)ccc21	-37%	-2%	·	·	-3%	·	-1%	·	·	-10%	-1
CCOc1ccc(Cc2c(Cl)nc(SC)nc2OC)cc1	27%	-1%	-0.5%	-4%	-8%	2%	-6%	6%	0%	-41%	?
COc1ccc(C)cc1S(=O)(=O)N(CC(=O)NCc1ccc(Cl)cc1)Cc1ccccc1	-67%	-19%	0.0%	-3%	·	1%	1%	2%	-22%	2%	20
CCN(CC)CCOC(=O)c1ccc(NC(=O)CNC(=O)c2ccccc2)cc1	-12%	0%	-0.1%	14%	-4%	12%	6%	3%	13%	-5%	2
Cc1ccc(S(=O)(=O)N2CCN(CCc3ccncc3)CC2)cc1	-8%	-1%	-0.9%	-12%	0%	3%	-3%	-1%	9%	-18%	·
O=C(CSc1nnc(C2CC2)n1C1CC1)Nc1cccc(Br)c1	4%	-24%	-0.3%	3%	-2%	0%	-3%	3%	-2%	20%	-2
Cc1ccc(N=Nc2c(C)[nH]n(-c3ccccc3)c2=O)cc1	-64%	-14%	0.2%	0%	0%	-1%	-4%	-1%	1%	21%	6
COc1ccc(C2c3c(ccc4ccccc34)Oc3ncn4nc(Cc5ccccc5)nc4c32)cc1OC (stereo not given)	-38%	-8%	0.0%	-2%	-3%	1%	-1%	-4%	4%	-14%	-2
O=C(Nc1cccc(F)c1)NC1(C(=O)NCC2CCCO2)CCCCC1 (stereo not given)	-4%	0%	-0.5%	0%	-1%	2%	1%	2%	-2%	5%	-1

Results in uPA surface inh, for 2 of the compounds above:
structure	uPA surface inh
O=C(Nc1cccc(F)c1)NC1(C(=O)NCC2CCCO2)CCCCC1 (stereo not given)	0%
COc1ccc(C2c3c(ccc4ccccc34)Oc3ncn4nc(Cc5ccccc5)nc4c32)cc1OC (stereo not given)	-8%

Going on with the list.
SMILES	BRCA1 expr up	uPA surface inh	B2AR arrestin	Eya2 inh	TSG101-PTAP inh	USP2a inh	S-ASM inh	p53 reactivation	ELG1 genotox	Integrin act MD	TRPV1 ag
CC(C)(C)c1ccc(C(=O)NC(=S)NCc2ccco2)cc1	65%	10%	-1.0%	-10%	2%	3%	-3%	21%	9%	-12%	11
CC(C)CCC1(C)NC(=O)N(CC(=O)c2ccc[nH]2)C1=O (stereo not given)	2%	-1%	-0.3%	-15%	-1%	1%	1%	-7%	0%	-12%	-5
COc1ccc(/C=N\NC(=O)c2cc(O)c(O)c(O)c2)cc1CN1CCN(c2ccc(F)cc2)CC1	-20%	3%	-0.6%	-12%	-6%	-2%	-3%	-16%	-2%	-3%	0
Cc1nc(S/C(=C/c2ccc(-c3ccc(Cl)cc3)o2)C(=O)O)n[nH]1	-37%	-4%	3.6%	-41%	1%	1%	-15%	5%	6%	-9%	-1
O=[N+]([O-])c1ccc(-c2ccc(/C=N/c3c(-c4ccco4)nc4ccccn34)o2)c(Cl)c1	·	·	-0.1%	7%	·	0%	·	3%	2%	·	9
CCc1ccccc1NC(=O)NCCN1CCCCC1	-14%	2%	-0.6%	-3%	-7%	0%	0%	27%	1%	-30%	-2
O=C(CN1C(=O)c2ccccc2S1(=O)=O)NC1CCCC1	0%	15%	0.1%	18%	-10%	2%	5%	3%	-1%	15%	-4
Cc1ccc(C(=O)N/C(=C\c2ccc(F)cc2)C(=O)NCCN2CCOCC2)cc1	-2%	4%	-0.4%	-17%	-1%	-1%	7%	1%	-1%	?	14
O=C(C=C=Nc1ccccc1)C(=O)N=C=Cc1ccccc1	-73%	-3%	-0.7%	-1%	-4%	-1%	5%	-13%	?	-74%[inhibitor]	11
Cc1noc(C)c1COC(=O)c1csc2c1CCCC2	-9%	0%	0.1%	-5%	0%	1%	-3%	-2%	-3%	6%	19
COc1ccc(-c2oc3ncn(CCN4CCOCC4)c(=N)c3c2-c2ccc(OC)cc2)cc1	-61%	-1%	-0.1%	-6%	-7%	-1%	6%	-17%	-6%	-11%[7.66 µM]	25
c1ccc(OCC2CCNCC2)nc1	-3%	21%	-0.1%	-4%	-4%	2%	2%	·	2%	?	2
Cc1cc(NC(=O)CSc2cn(CCNC(=O)c3ccc(F)cc3)c3ccccc23)no1	31%	7%	-0.1%	-9%	-4%	-7%	-2%	13%	0%	10%	13
CC(=O)Nc1ccc(N2C(=O)CSC2c2cccc([N+](=O)[O-])c2)cc1 (stereo not given)	-1%	-1%	-0.7%	-7%	-4%	-1%	-2%	10%	-1%	-7%	0
CCCCn1c(N)c(N(CCOC)C(=O)COC(=O)COc2c(C)cccc2C)c(=O)[nH]c1=O	2%	-1%	-0.9%	12%	-3%	0%	-1%	7%	-7%	24%	-1
